TROY signal inh – blocks TROY-dependent signaling in reporter cells | Q293 LMP1-TROYcd NF-kB luciferase reporter, 4 h | inhibition, % at 10 µM | actives 0.98% (n = 360,000);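 active = compounds whose plate-normalised and pattern-corrected inhibition of the luciferase reporter signal at the single screening dose is 50% or more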
COUP-TFII inh – NR2F2 (human) inhibition, primary screen | P24468 | HEK293T NGFI-A luciferase reporter, luminescence | inhibition, % at 8.6 µM | actives 0.7% (n = 370,000);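 active = inhibition above a per-plate cutoff, mean inhibition of test wells between control levels plus 3 SD, cut at about 38% in these data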;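 note: cells cotransfected with COUP-TFII expression vector driving the NGFI-A reporter; 0% = median of COUP-TF2 test wells and 100% = reporter-only cells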
Target sequence (P24468 whole entry, looked up): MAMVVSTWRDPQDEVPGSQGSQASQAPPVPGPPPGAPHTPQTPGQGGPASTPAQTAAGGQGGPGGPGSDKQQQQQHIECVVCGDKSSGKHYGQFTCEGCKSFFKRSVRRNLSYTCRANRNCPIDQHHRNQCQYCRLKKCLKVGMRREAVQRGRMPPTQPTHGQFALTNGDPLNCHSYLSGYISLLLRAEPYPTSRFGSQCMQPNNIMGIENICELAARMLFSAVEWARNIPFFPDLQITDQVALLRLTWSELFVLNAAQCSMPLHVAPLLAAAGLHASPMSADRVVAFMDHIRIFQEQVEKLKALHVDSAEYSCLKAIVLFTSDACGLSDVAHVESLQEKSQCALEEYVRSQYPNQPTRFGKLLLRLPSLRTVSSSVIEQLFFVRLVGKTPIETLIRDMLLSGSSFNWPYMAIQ
NOD2 RIPK2 PPI – NOD2-RIPK2 protein interaction inhibition; CHO BLA complementation NOD2-RIPK2, CCF4 ratio; inhibition, % at 4.98 µM; actives 0.38% (n = 360,000); O43353; in the data active = inhibition above about 21%;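 note: 0% = vehicle only and 100% = reference blocker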
Target sequence (O43353 whole entry, looked up): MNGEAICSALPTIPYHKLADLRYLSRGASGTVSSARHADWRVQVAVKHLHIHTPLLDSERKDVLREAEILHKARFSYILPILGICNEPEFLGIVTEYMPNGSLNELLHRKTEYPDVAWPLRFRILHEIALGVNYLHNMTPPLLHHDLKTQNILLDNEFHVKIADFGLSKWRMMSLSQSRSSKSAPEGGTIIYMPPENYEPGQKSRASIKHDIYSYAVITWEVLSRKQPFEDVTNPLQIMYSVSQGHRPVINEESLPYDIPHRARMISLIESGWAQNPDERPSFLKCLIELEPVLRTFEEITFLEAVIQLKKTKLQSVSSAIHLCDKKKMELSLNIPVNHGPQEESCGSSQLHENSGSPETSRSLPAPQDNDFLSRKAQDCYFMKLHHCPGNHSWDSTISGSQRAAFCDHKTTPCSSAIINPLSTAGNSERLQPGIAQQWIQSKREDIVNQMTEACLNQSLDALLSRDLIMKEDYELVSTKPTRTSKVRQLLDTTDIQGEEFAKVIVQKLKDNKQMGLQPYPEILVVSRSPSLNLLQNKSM
NR5A2 inv ag – NR5A2 inverse agonism in reporter assay. O00482. HEK293T StAR-luciferase reporter, LRH-1 transfected, 24 h. inhibition, % at 3.6 µM. actives 0.13% (n = 360,000);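 active = inhibition above the mean inhibition of all tested compounds plus 3 SD, cut at about 73% in these data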;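 note: 0% = DMSO wells and 100% = reporter-only cells lacking LRH-1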
EBV LMP1 NFkB – reduces LMP1-driven NF-kappaB luciferase signal; inhibition, % at 12.5 µM; actives 0.69% (n = 350,000); LMP1-induced NF-kappaB luciferase reporter cells, luminescence; in the data active = inhibition above about 41%;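 note: 0% = neutral control wells and 100% = reference inhibitor control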
TWEAK Fn14 block – blocks TWEAK-Fn14 interaction in a reporter cell assay; actives 2% (n = 360,000); inhibition, % at 10 µM; TWEAK-stimulated Fn14 reporter cells, luciferase luminescence, 8 h; in the data active = inhibition above about 50%
NCOA3 inh – human NCOA3 inhibition; Q9Y6Q9; HEK293 GAL4-SRC3 luciferase reporter, luminescence; inhibition, % at 3.6 µM; actives 0.17% (n = 360,000); AID 588352;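 active = inhibition above a per-campaign cutoff, the mean of all compounds plus 3 SD, cut at about 60% in these data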;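 note: 0% = DMSO-treated cells and 100% = gossypol-treated cells at 36 µM; higher means less SRC3-driven luciferase light from the GAL4 reporter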
TLR9-MyD88 block – TLR9-MyD88 interaction inhibition | Q9NR96+Q99836 | CHO BLA complementation TLR9-MyD88, CCF4 FRET ratio | inhibition, % at 4.98 µM | actives 0.21% (n = 340,000) | AID 504734;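 active = inhibition above the mean over all tested compounds plus 3 SD, cut at about 21% in these data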;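 note: 0% = DMSO only wells and 100% = clavulanate BLA inhibitor control wells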
SRC1 inh – inhibitors of human steroid receptor coactivator 1 (SRC1) | Q15788 | HEK293 GAL4-SRC1 luciferase reporter, luminescence | inhibition, % at 3.6 µM | actives 0.12% (n = 360,000) | AID 588354;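 active = inhibition above the campaign mean plus 3 SD, with each screening campaign given its own cutoff, cut at about 60% in these data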;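 note: 0% = DMSO treated cells and 100% = gossypol at 36 µM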
SRC2 inh – inhibits human steroid receptor coactivator 2; AID 651957; actives 0.17% (n = 370,000); inhibition, % at 9 µM; HEK293 GAL4-SRC2 luciferase reporter, luminescence;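 active = inhibition above the mean inhibition of all tested compounds plus 3 SD, set per campaign, cut at about 52% in these data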;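 note: 0% = DMSO treated cells and 100% = cells given Gossypol at 36 µM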
C8 TRAIL sens – sensitizes caspase-8 expressing cells to TRAIL | NB7+C8 cells + TRAIL, ATPlite viability luminescence | inhibition (viability loss, TRAIL sensitization), % at 10 µM | actives 1% (n = 360,000);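 active = compounds causing at least 50% loss of cell viability in the single-dose screen, relative to plate controls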
* = called active by the depositor; · = no result given.

SMILES	TROY signal inh	COUP-TFII inh	NOD2 RIPK2 PPI	NR5A2 inv ag	EBV LMP1 NFkB	TWEAK Fn14 block	NCOA3 inh	TLR9-MyD88 block	SRC1 inh	SRC2 inh	C8 TRAIL sens
COc1ccccc1OCCC(=O)Nc1cccc(S(=O)(=O)N2CCOCC2)c1	15	-2	2	4	-3	-9	14	-9	4	-1	4
Cn1c(=O)c2c(nc(NCc3ccccc3)n2CC(N)=O)n(C)c1=O	12	4	0	-4	-6	-6	4	8	-15	26	-3
CC(C)(C)[C@@H]1C=C(C(=O)O)O[C@H](OCCCCO)C1	-9	-17	-16	3	3	-4	2	2	13	-15	-12
COc1ccc(/C(O)=C2/C(=O)C(=O)N(CCN(C)C)C2c2cccnc2)cc1C (stereo unspecified)	10	-8	-7	14	3	11	-5	2	-19	-13	-3
CCN(CC(=O)NCc1ccc(F)cc1)CC(=O)Nc1ccccc1-c1ccccc1	-30	-3	3	19	-16	30	16	-5	12	6	-6
CCNC(=O)CC1C(=O)N(c2ccc(F)cc2)C(=O)N1CCc1ccc(OC)cc1 (stereo unspecified)	9	-19	-5	-4	1	1	12	-7	6	10	-11
O=C(Cc1ccc(Cl)cc1)Nc1ccncc1	16	40*	7	33	14	20	21	6	6	18	9
CCOC(=O)c1nnn2c1nc(N1CCCCC1)c1ccccc12	6	-9	-12	20	-1	-27	10	4	-4	1	17
C/C(=N\NC(=O)Cc1cccc2ccccc12)c1ccncc1	2	6	9	-6	12	0	-13	2	10	16	8
C[C@@H]1CN([C@H](C)CO)C(=O)CCCn2cc(nn2)CO[C@H]1CN(C)C(=O)NC1CCCCC1	4	-4	7	-5	9	10	-9	-1	0	-12	-5
CC1=NN(c2ccccc2)C(=O)/C1=C/C=C/c1ccc(N(C)C)cc1	-5	-3	-8	12	5	10	-5	-7	-69	1	18
CC1CCCN(S(=O)(=O)c2ccc3[nH]c(=O)cc(C(=O)NCCCN4CCCCCC4)c3c2)C1 (stereo unspecified)	-4	-5	5	-7	-4	4	-8	13	-10	-11	0
Cc1cc(C)nc(SCc2nnc(SCC(=O)Nc3ccccc3C)n2Cc2ccco2)n1	-1	-16	-1	5	11	-20	2	-6	-3	-4	4
COc1ccc(CN2C(=O)CSCC2(C)C(=O)NCc2ccccc2)cc1 (stereo unspecified)	·	5	-5	-3	·	·	·	·	·	-1	3
Cn1c(=O)[nH]c2c(c(C(=O)O)nn2C)c1=O	5	-1	0	16	1	-3	-23	-1	-7	-15	11
COc1cc(OC)c(OC)cc1CN(C)CCc1ccccn1	-35	3	0	3	-1	-2	-17	-5	-13	7	5
CCc1cccc(NC(=O)Nc2ccc3c(c2)OCO3)c1	-8	-11	1	-18	-3	-15	-24	11	-25	9	1
CCOc1ccc(CCNC(=O)COC(=O)c2ccccc2O)cc1OCC	6	14	-4	33	-7	1	15	4	7	12	-10
COc1ccc(/C=C/CN2CCN(Cc3ccc(C)cc3)C(CCO)C2)cc1 (stereo unspecified)	-19	-1	8	13	-5	-41	24	-1	-32	-11	-1
COc1ccc(NC(=S)NCc2ccco2)cc1	-23	-10	-3	-15	0	-21	-13	-6	-8	-58	-31
COc1ccc(N(CC(=O)N2CCc3ccccc32)S(=O)(=O)c2c(C)nn(C)c2C)cc1	-12	-14	1	5	-15	15	9	8	0	-8	-3
COc1cnc(-c2ccccn2)nc1Sc1cccc(Cl)c1	25	11	-1	12	38	26	12	6	-23	-7	20
O=C(COC(=O)CN1C(=O)c2ccccc2C1=O)Nc1ncc(Cl)cc1Cl	-10	19	-3	2	-10	-24	-16	-9	-17	-14	-4
O=C(CSc1ccccn1)N/N=C/c1cccc([N+](=O)[O-])c1	-9	-1	-3	-11	3	2	10	-8	-24	-37	-6
COc1ccc(N(CC(=O)NCCSC2CCCCC2)S(=O)(=O)c2ccccc2)c(OC)c1	4	-14	1	4	-2	-5	6	-5	-1	14	19

Profiles, looked up by structure. Order of screens: TROY signal inh, COUP-TFII inh, NOD2 RIPK2 PPI, NR5A2 inv ag, EBV LMP1 NFkB, TWEAK Fn14 block, NCOA3 inh, TLR9-MyD88 block, SRC1 inh, SRC2 inh, C8 TRAIL sens
Results for `COc1ccc(CN2C(=O)CSCC2(C)C(=O)NCc2ccccc2)cc1` (stereo unspecified) → ·, 5, -5, -3, ·, ·, ·, ·, ·, -1, 3
Results for `COc1ccccc1OCCC(=O)Nc1cccc(S(=O)(=O)N2CCOCC2)c1` → 15, -2, 2, 4, -3, -9, 14, -9, 4, -1, 4
Results for `CCOC(=O)c1nnn2c1nc(N1CCCCC1)c1ccccc12` → 6, -9, -12, 20, -1, -27, 10, 4, -4, 1, 17
Results for `COc1cc(OC)c(OC)cc1CN(C)CCc1ccccn1` → -35, 3, 0, 3, -1, -2, -17, -5, -13, 7, 5

Other records.
SMILES	TROY signal inh	COUP-TFII inh	NOD2 RIPK2 PPI	NR5A2 inv ag	EBV LMP1 NFkB	TWEAK Fn14 block	NCOA3 inh	TLR9-MyD88 block	SRC1 inh	SRC2 inh	C8 TRAIL sens
Cc1ccn2c(=O)nc(SCC(=O)NCc3ccccc3)nc2c1	-6	7	-5	0	2	-6	7	-9	-6	-22	-6
O=C(COc1ccc(NC(=O)c2ccccc2)cc1)c1ccccc1	-14	-2	-3	3	10	1	-3	6	-7	1	10
O=C(CSc1nnc(CNC(=O)c2ccc(F)cc2)o1)NCc1ccc2c(c1)OCO2	1	-7	10	-2	-4	-7	14	-3	-68	-17	-5
CC1CCN(CC(C)CNC(=O)c2cc(-c3ccccn3)nc3ccccc23)CC1 (stereo unspecified)	-2	10	5	-7	-4	-13	-6	4	-49	-16	6
Cc1ccc(/C=C/C(=O)N2CCCC(C)C2)cc1 (stereo unspecified)	-16	-20	1	-112	3	29	-85	3	-84	-48	38
O=c1cc2c(=O)oc3cc(O)c(O)oc3c2c(O)c1O	7	5	-2	2	9	83*	-7	-20	3	-1	-1
CC(C)=NNc1nc2sc3c(c2c(=O)[nH]1)CC(C)(C)OC3	-2	-10	-10	-11	-11	-8	12	-4	2	-25	7
Cc1ccc(C)c(NC(=S)NCCc2ccc(S(N)(=O)=O)cc2)c1	-10	0	3	-5	-1	-12	6	4	-6	-20	1
Cc1nnc(SCC(=O)OC2CC(C)CCC2C(C)C)[nH]c1=O (stereo unspecified)	-22	-3	0	-15	-3	-4	19	-1	3	-28	-10
Cc1ccccc1Cn1cc(NC(=O)CCCn2nc([N+](=O)[O-])cc2C)cn1	-12	1	-4	-6	-3	8	14	-9	1	12	-5
COc1ccc(OCC(O)Cn2c(Br)nc3c2c(=O)[nH]c(=O)n3C)cc1 (stereo unspecified)	19	4	-2	2	-1	0	10	-3	-9	12	8
O=C(Nc1cccc(Cn2cccn2)c1)c1cc2c(s1)CCCC2	-3	-30	-1	-88	-2	-13	-83	-6	-53	-18	10
CSc1nc2nc(-c3ccccc3)cc(=O)n2[nH]1	-24	-1	-12	-25	-33	9	-6	-14	-11	-15	12
CC(C)N(C(=O)CN1C(=O)C(=O)c2ccccc21)c1ccccc1	3	-18	-8	-5	4	6	19	-3	-13	-8	-4
Cc1cc(=O)n2nc(N3CCC(C(=O)NCC(C)c4ccccc4)CC3)sc2n1 (stereo unspecified)	8	2	2	2	3	-15	-5	-1	-10	-5	-15
O=C1C=C(c2ccccc2C(F)(F)F)C[C@@H](c2ccc3c(c2)OCO3)C1	5	0	-2	-5	-8	-7	-7	1	8	12	0
O=C(O)c1ccccc1P(=O)(c1ccccc1)c1ccccc1	18	-5	3	-2	6	0	-12	-2	-12	-18	1
N/C(=N\OC(=O)c1cccs1)c1cccc(Br)c1	-45	-14	-5	-23	-51	-16	-44	4	-59	-4	-10
Cc1ccc2nc3c(cc2c1)c(NC(=O)C(C)(C)C)nn3CC(C)C	10	11	-17	14	-15	11	3	-8	16	18	-10
Cc1ccc(C)c(Nc2ncccc2C(=O)NCc2cccs2)c1	-8	11	-7	-24	-12	19	6	-3	-15	-11	-4
COc1cccc(C(=O)NC2CCSC2=O)c1 (stereo unspecified)	-3	3	-6	-1	-10	3	6	-2	11	-11	2
CS(=O)(=O)c1ccc(NC(=O)c2cccc(S(=O)(=O)N3CCN(Cc4ccccc4)CC3)c2)cc1	21	41*	-1	8	6	19	19	0	-22	-2	1
CC1=CC(C)(C)Nc2ccc(OC(=O)CN3C(=O)c4ccccc4C3=O)cc21	33	21	10	5	1	89*	4	1	12	43	19
O=C(CCC(F)(F)F)N1CCCC(N2CCN(c3cccc(Cl)c3)CC2)C1 (stereo unspecified)	-5	5	3	11	-3	-11	-3	-6	-14	-39	12
COc1ccccc1NC(=O)c1cccc(NC(=O)c2ccco2)c1	-9	1	-4	-16	0	-2	-1	-7	-11	4	-7
SMILES	TROY signal inh	COUP-TFII inh	NOD2 RIPK2 PPI	NR5A2 inv ag	EBV LMP1 NFkB	TWEAK Fn14 block	NCOA3 inh	TLR9-MyD88 block	SRC1 inh	SRC2 inh	C8 TRAIL sens
CCN(CC)C(=O)Cn1c(=O)n(Cc2ccccc2Cl)c2c1c(=O)n(C)c(=O)n2C	-1	10	-12	-9	5	2	2	-10	-2	-4	-12
O=C(CC1OC(=O)c2ccccc21)Nc1cc(Cl)ccc1N1CCCC1 (stereo unspecified)	-2	-4	4	-15	0	-1	7	1	-74	-25	-12
COc1ccc(C(c2c(C)[nH][nH]c2=O)c2c(C)[nH][nH]c2=O)cc1Br	-4	3	1	2	-2	15	3	-4	18	-5	-7
CC(C)n1cc(CN2CCC(C(=O)Nc3ccc(Oc4ccccc4F)cc3)CC2)cn1	-1	20	2	7	15	-1	12	-1	-10	15	12
CCc1noc(C)c1C(=O)N(CCCOC)c1c(N)n(Cc2ccccc2)c(=O)[nH]c1=O	1	-20	-10	-17	-7	4	-11	-10	-18	-20	-4
CCOC(=O)c1nnn2c1nc(Nc1cccc(C(F)(F)F)c1)c1ccccc12	-10	-9	-3	2	·	-26	15	·	10	-15	59*
COc1ccc(CCN2C(=O)CC(Cc3cccc(C)c3)C2=O)cc1OC (stereo unspecified)	-1	19	3	5	-7	-5	-11	0	-15	-12	-1
O=C(Cc1ccccc1)NCCCNC(=O)Cc1ccccc1	-1	7	-5	-6	5	-10	5	-5	-7	-11	-8
CC(C)(C)NC(=O)C(c1cc2ccccc2o1)n1c(=O)c(-c2cc3ccccc3[nH]2)nc2ccccc21 (stereo unspecified)	·	-2	50*	12	·	·	·	·	·	-7	-19
CC(=O)Nc1c(Cl)cc2c(c1Cl)Cc1cc(N)ccc1-2	-34	-19	-13	27	-9	6	-19	-3	-40	16	-6
Cc1nnc(NC(=O)C(C)Oc2ccc3c(C)cc(=O)oc3c2)s1 (stereo unspecified)	-1	-8	-39	-16	3	-5	0	4	-3	-3	8
O=S1(=O)CC(N2CCCC2)CN1Cc1cn(Cc2ccc(F)cc2)nn1 (stereo unspecified)	-15	-10	-4	0	·	5	·	·	·	19	-6
CCOC(=O)CNC(=O)COc1coc(CN2CCN(c3ccccc3F)CC2)cc1=O	12	-1	0	2	4	-10	-2	-10	2	14	-13
C#CCOCCOCCOCCNc1nc(N2CCN(C(=O)[C@H](CCCCN)n3cc(CN)nn3)CC2)nc(N2CCN(C(=O)[C@H](CCCCN)n3cc([C@@H](N)[C@H](C)CC)nn3)CC2)n1	-12	-1	-11	-12	-3	-12	-11	-4	-4	-24	2
C=CCOC(=O)Nc1ccc(Cl)cc1NC(=O)OCC=C	2	4	0	-3	2	13	4	-5	-17	5	6
CC(=O)c1ccc2c(c1)CCN2	-11	1	-7	26	-11	-1	1	-5	-10	2	4

An excerpt; the hit share may differ from the screen's.
